Source: PubChem BioAssay
NADH coupling: inhibitors of enzymes used to reach an NAD/NADH endpoint. coupled PK/LDH NADH assays, four targets. IC50, µM (highest dose often 10 µM), for the others: at the top dose inhibition. 65,000 compounds, 0.02% hits. AID 774;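 active means single-dose screening hits from any of four coupled enzyme assays that gave an IC50 when retested across doses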;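 further: the DPM-DC format reads NADH fluorescence rather than 340 nm absorbance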
RORa activator: activators of human nuclear receptor RORA. CHO-K1 Gal4-RORA LBD luciferase reporter, luminescence; percent increase over mock-subtracted basal signal. AID 560. 65,000 compounds, 1.5% hits. activation, % at 10 µM;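 active means activation above the mean of all tested compounds plus 3 SD, cut at about 49% in these data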;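 further: 0% = DMSO-treated RORA cells and 100% = added signal equal to DMSO minus mock-transfected cells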
A340 absorber: compound absorbs light at 340 nm | compound absorbance at 340 nm, fold over control | 65,000 tested, under 10 active | fold change at 10 µM;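 active means at 10 µM dose, initial 340 nm absorbance at least 2 fold that of control wells; inactive means change under 2 fold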;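 further: initial absorbance extrapolated from kinetic A340 decline of NADH oxidation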
MMP-13 inhibitor: inhibitors of human MMP13. 65,000 compounds, 0.07% hits. MMP-13 fTHP FRET cleavage, Mca fluorescence. P45452. inhibition, % at 4 µM;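 active means inhibition above the mean of compound-free control plate wells plus 3 SD, cut at about 14% in these data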;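 further: 0% = DMSO wells and 100% = wells with reference MMP-13 inhibitor after basal subtraction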
Fluor 339 460: intrinsic fluorescence of library compounds, ex339/em460 – biochemical, MLSMR library, data from DPM-DC assay, artefact control, profiling panel; 65,000 compounds, 5.5% hits; fluorescence fold increase at 10 µM; compound autofluorescence, ex339/em460 nm, NADH buffer; hits give high values; 1 = no-compound wells, NADH background;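 active means at 10 µM, mean starting fluorescence two-fold or more over control wells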;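 further: signal is the first read of a kinetic run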
5HT1a ag: 5-HT1a (human) receptor agonism | P08908 | CHO 5-HT1a Ga15 NFAT-bla reporter, FRET ratio; 0% basal, 100% maximal reference agonist | activation, % at 10 µM | 65,000 compounds, 0.56% hits;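 active means activation above the screen-wide mean activation plus 3 SD, cut at about 19% in these data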;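 further: 0% = DMSO wells and 100% = 5-CT at EC100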
Target sequence (P08908 whole entry, looked up): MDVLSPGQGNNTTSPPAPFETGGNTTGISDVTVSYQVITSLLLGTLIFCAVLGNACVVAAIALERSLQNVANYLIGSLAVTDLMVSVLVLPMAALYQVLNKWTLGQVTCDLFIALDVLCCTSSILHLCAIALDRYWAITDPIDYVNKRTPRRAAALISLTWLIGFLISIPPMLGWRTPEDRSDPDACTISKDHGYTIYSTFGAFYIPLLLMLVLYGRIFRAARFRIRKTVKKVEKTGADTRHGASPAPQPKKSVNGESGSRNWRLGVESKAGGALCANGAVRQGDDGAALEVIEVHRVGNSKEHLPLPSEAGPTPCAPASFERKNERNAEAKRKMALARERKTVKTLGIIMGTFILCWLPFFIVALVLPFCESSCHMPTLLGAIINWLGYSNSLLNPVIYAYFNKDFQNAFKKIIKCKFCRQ
SF-1 act: SF-1 (human) activation. CHO-K1 Gal4-SF-1 LBD luciferase reporter; % increase over DMSO SF-1-specific signal. 65,000 compounds, 1.9% hits. activation, % at 10 µM. Q13285;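 active means activation above the mean activation of all tested compounds plus 3 SD, cut at about 50% in these data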
Target sequence (Q13285 whole entry, looked up, the tested form may be a part): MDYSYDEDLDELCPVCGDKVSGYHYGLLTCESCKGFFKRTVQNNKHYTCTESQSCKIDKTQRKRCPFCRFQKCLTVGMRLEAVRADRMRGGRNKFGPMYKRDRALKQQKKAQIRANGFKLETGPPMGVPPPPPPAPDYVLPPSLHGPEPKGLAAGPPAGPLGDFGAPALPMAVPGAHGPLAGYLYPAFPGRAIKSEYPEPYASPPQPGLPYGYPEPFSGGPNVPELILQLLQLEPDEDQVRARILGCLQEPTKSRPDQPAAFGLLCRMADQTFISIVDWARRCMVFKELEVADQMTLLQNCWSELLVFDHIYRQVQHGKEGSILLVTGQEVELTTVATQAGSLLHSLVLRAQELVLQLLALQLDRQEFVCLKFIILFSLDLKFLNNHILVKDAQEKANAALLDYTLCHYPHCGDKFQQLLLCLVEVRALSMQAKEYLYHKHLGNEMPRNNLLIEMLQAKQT
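Compound – one dose, 10 µM compound, 1% DMSO · Test system – transient Gal4-SF-1 LBD reporter, CHO-K1 · Input – 4,000 cells in each well · Read-out basis – percent activation relative to DMSO median and mock-transfected background · Replicates – single measurement per compound · Technique – steady-glow luciferase luminescence, read after 15 min reagent incubation · Timing – 20 h compound treatment, 37 °C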
5HT1a antag: blocks the human serotonin 5-HT1a receptor. AID 612. 62,000 compounds, 0.68% hits. inhibition, % at 10 µM. CHO 5-HT1a Ga15 NFAT-bla reporter, antagonist mode;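 active means inhibition above the mean of all tested compounds plus 3 SD, cut at about 43% in these data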;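 further: receptor stimulated by 5-CT agonist at 100 nM near EC80; beta-lactamase reporter measured by ratiometric fluorescence of a cleavable substrate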
TNAP act DEA: activates human TNAP at intermediate phosphate acceptor concentration; 64,000 tested, under 10 active; activation factor at 20 µM; AID 813; purified TNAP, CDP-star luminescence, 100 mM DEA, 30 min; hits give high values; scale: 0 levamisole-inhibited, 1 vehicle-only enzyme;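 active means activation factor of at least 2 at 20 µM, relative to controls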
An asterisk follows results filed as active; . = not tested or not shown; [ ] = dose if it differs, or a comment.

entry	Molecule	NADH coupling	RORa activator	A340 absorber	MMP-13 inhibitor	Fluor 339 460	5HT1a ag	SF-1 act	5HT1a antag	TNAP act DEA
1	N#CC1=C(N)n2c(s/c(=C\c3ccco3)c2=O)=C(C#N)C1c1ccco1 (configuration not stated)	3%	10	1	7	1.1	-0.3	8	-8	0.8
2	O=C(CN1CCN(Cc2ccccc2Cl)C1=O)NC1CCCCCC1	1%	9	1	4	1.1	-1.4	13	-5	1
3	CCCn1nnnc1SCC(=O)c1ccc2c(c1)OCCO2	6%	0	1	0	1.1	-0.2	6	-7	0.9
4	CC(=O)CC(=O)NC(=NC1CCCCC1)Nc1nc(C)cc(C)n1	11%	9	1	-4	1.1	-0.1	16	12	1
5	O=C(OCc1c(Cl)nc2sccn12)c1cc2c(s1)CCCC2	6%	9	1	0	1.1	-1.1	2	7	1
6	C1=C(c2ccccc2)Nc2nnnn2C1	8%	-12	1	-14	2	-2.7	-3	2	1
7	COC(=O)/C=C1\NCCSC1=O	4%	3	0.97	-2	1.1	-3.0	-30	-10	0.9
8	Cc1nc(SCC(=O)N2CCN(c3ccccc3)CC2)c2oc3ccccc3c2n1	4%	-1	1	-2	1.1	1.7	6	-8	0.9
9	CCOc1cccc2cc(-c3cn4cc(C)ccc4n3)c(=O)oc12	3%[fluoresces]	45	1.1	-5	5*	0.1	28	2	0.9
10	Cn1c(=O)c2c(ncn2CC(O)CO)n(C)c1=O (configuration not stated)	4%	-3	0.97	-2	1	-0.3	5	.	0.9
11	COc1cc2c(cc1OC)C(c1cccnc1)CC(=O)N2 (configuration not stated)	2%	-6	0.99	3	1.1	0.0	10	-31	0.8
12	Nc1ccc(-c2ccc(N)cc2C(F)(F)F)c(C(F)(F)F)c1	1%	4	0.99	-2	1.1	0.9	-11	9	0.9
13	Cc1cc(C)c(C#N)c(SCC2COc3ccccc3O2)n1 (configuration not stated)	3%	-5	1	-1	1.1	-1.3	-24	-16	0.8
14	O=C(O)CCCNS(=O)(=O)c1ccc(NCc2ccccc2)c(C(=O)O)c1	14%	-22	1	-7	1.6	-0.4	2	-9	0.8
15	COC(=O)c1ccc(CSc2nc(C(F)(F)F)c3c(c2C#N)CCC3)o1	6%	16	0.99	-30	1.3	0.6	3	-7	0.8
16	CCc1cc2c(=O)c(-c3cscn3)coc2cc1OC	5%	52*	1	-2	1	1.0	39	-6	0.9
17	Cn1c(=O)c2c(nc(NCc3ccccc3)n2CC(=O)NCc2ccccc2)n(C)c1=O	7%	24	1.1	1	1.1	0.3	-16	-3	.
18	Cc1ccc2nsnc2c1S(=O)(=O)N1CCN(Cc2ccc3c(c2)OCO3)CC1	5%	-6	1	2	1	1.4	8	11	0.8
19	COc1nc(Nc2ccc3c(c2)OCO3)nc(OC)n1	14%	12	1	1	1	-0.6	18	-11	1
20	CCN(CC)c1ccc(NC(=O)CSc2nc3ccccc3c(=O)[nH]2)cc1	4%	-24	1	0	1.1	-0.2	5	22	0.9
21	O=C(COc1nsnc1N1CCOCC1)N1CCOCC1	4%	-13	1	4	1.1	-2.1	8	-3	0.9
22	O=C(NCCCCO)C(F)(F)C(F)(F)C(F)(F)C(=O)NCCCCO	7%	-8	1	3	1	-2.9	16	5	0.9
23	CCOc1ccc(-c2nc(-c3ccc(OC)c(OC)c3)no2)cc1OCC	6%	-5	1	9	1.1	-2.2	-1	-6	1
24	COc1ccc(NC(=O)C2CCC(=O)N2S(=O)(=O)c2ccc(C)cc2)c(OC)c1 (configuration not stated)	4%	-3	1	3	1.1	0.1	-11	-9	0.9
25	N#CC(C#N)C(c1ccsc1)c1c(-c2ccccc2)[nH][nH]c1=O (configuration not stated)	6%	20	1	-3	1.1	-0.4	8	.	0.9
26	CCOC(=O)N1CCC(NC(=O)Cn2cc3c(n2)CCCC3)CC1	1%	6	1.1	-7	1.1	-0.3	-14	4	1
27	CCOc1cc(S(=O)(=O)NCc2ccccn2)c(C)cc1C	3%	-2	1	6	1	53*	-2	2	1
28	COC(=O)c1ccc(CSc2nc(N)cc(N)n2)cc1	7%	12	1	7	1.1	1.5	-5	6	1
29	CCSC1=C(C#N)C(c2cccc(OC)c2)CC(=O)N1 (configuration not stated)	3%	0	0.99	3	1	-2.3	27	13	0.9
30	COc1cccc(C2OC(=O)c3ccccc3N2C(C)=O)c1OC(C)=O (configuration not stated)	2%	-9	1.1	0	1.1	-1.0	5	15	0.9
31	COc1ccc(-c2nnc3sc(-c4ccc(Br)o4)nn23)cc1OC	12%	-14	1	-15	1	-2.8	2	-21	0.9
32	CCCc1nc(N)c(C#N)c(N)c1C#N	7%	-9	0.98	3	1	-1.8	8	-9	0.8
33	Cn1c2ccccc2c2cnn(CC(=O)O)c(=O)c21	8%	1	1	-23	1.6	-4.9	4	10	0.9
34	c1ccc(Cn2nnnc2C(c2cccs2)N2CCCCCC2)cc1 (configuration not stated)	9%	-11	0.97	3	0.99	-1.0	2	19	1
35	O=C(NCc1ccco1)c1noc2c1CCCC2	3%	20	1	3	1.1	-1.6	7	14	0.9
36	O=c1[nH]c(=O)n(Cc2ccccc2)c2c1CCC2	8%	-8	1	-9	1	-2.0	-11	-14	1
37	CCCCC(c1nnnn1C1CCCC1)N1CCN(C(=O)c2ccco2)CC1 (configuration not stated)	7%	-22	0.98	0	1.1	0.0	-17	11	0.9
38	CCN(CC)c1nc(C#N)cc(-c2ccc(OC)cc2)n1	4%	14	1	-9	1.8	3.4	19	26	0.9
39	Cc1cc(C(=O)Nc2sc(C)c(C)c2C#N)c(C)o1	6%	2	1.1	0	1.2	2.7	-3	-9	0.9
40	O=c1cc(CSc2ccccn2)c2ccccc2[nH]1	3%	24	1	12	1.1	0.6	1	2	0.9
41	CC1CCN(CC(=O)Nc2sc3c(c2C#N)CCC3)CC1	5%	-26	1	0	1.1	-0.8	-13	-12	1
42	Cc1nnc(NC(=O)Cc2cccs2)s1	8%	16	0.98	2	1	-2.0	2	2	0.9
43	COc1ccc(CCNC(=O)CCCCn2c(=O)[nH]c3ccccc3c2=O)cc1OC	5%	7	0.98	-1	1	-2.3	0	8	0.9
44	CCN1CC2=C(OC(N)=C(C#N)C2c2ccccc2)/C(=C\c2ccccc2)C1 (configuration not stated)	3%	-9	1	1	1.1	1.6	-8	.	0.9
45	O=C(Cn1c(=O)sc2ccccc21)NCc1ccco1	4%	-6	1	0	1.1	-0.1	17	0	0.9
46	CCn1c(C)nc2cc(S(=O)(=O)N3CCCCC3)ccc21	1%	7	1	3	1.1	-2.5	-2	-11	0.9
47	Cc1cc(NC(=O)CSc2nnc(C(C)N(C)C)n2Cc2ccccc2)no1 (configuration not stated)	7%	-8	0.97	-3	0.97	-1.6	-10	-9	0.9
48	O=C(NCc1ccco1)C1c2ccccc2Oc2ccccc21	7%	3	1	-10	1.1	1.2	-5	12	0.9
49	CCCOC(=O)Nc1ccc(S(=O)(=O)Nn2cnnc2)cc1	3%	-5	1	0	1.1	-1.9	-11	4	0.9
50	Cc1ccc(S(=O)(=O)Cn2nnnc2C(C(C)C)N2CCN(C(=O)c3ccco3)CC2)cc1 (configuration not stated)	3%	-4	0.99	4	1	-0.4	26	-4	0.9
51	Cc1ccc(C(=O)CSc2nnc(-c3cccs3)n2C)o1	8%	3	1.1	-4	1.1	-1.3	-10	3	0.9
52	COc1cccc(NS(=O)(=O)c2ccc(S(=O)(=O)N3CCOCC3)cc2)c1	8%	-5	0.99	1	1.1	-1.3	7	-2	1
53	CN(c1ccccc1C(=O)NCC1CCCO1)S(C)(=O)=O (configuration not stated)	5%	-4	1	1	1.2	1.1	-17	-16	1
54	O=C(O)c1cc(NC(=O)C2CCCO2)cc(NC(=O)C2CCCO2)c1 (configuration not stated)	4%	-3	1.1	-1	1.1	-0.5	-8	-6	1
55	Nc1ncc(-c2cc3ccccc3oc2=O)s1	12%	47	1.1	1	1.4	0.6	79*	-5	0.9
56	c1ccc(-c2nc(N3CCOCC3)c3ccccc3n2)nc1	5%	-1	1.1	3	1.2	-2.4	-10	17	1
57	COc1cccc(CNC2CCCC2)c1	12%	18	1.1	0	1.1	-5.1	5	9	0.9
58	CCc1cccc(NC(=O)CN(C)S(=O)(=O)c2cccc3nsnc23)c1	3%	18	1	5	1.1	-3.7	-18	2	0.9
59	COc1ccccc1N(C(=O)Cn1nnc2ccccc21)C(C(=O)NCc1ccco1)c1ccc(C)o1 (configuration not stated)	12%	-11	1	7	1.3	-2.9	-12	37	1
60	c1ccc(OCCOc2ccccc2-c2nnco2)cc1	11%	25	0.98	8	0.98	-1.6	31	12	0.9

Random draw from the library, and some 8.9% of all compounds hit somewhere here.
